Assay outcomes from PubChem.
SKKanGAS inh = inhibitors of SKKanGAS S. pyogenes growth in kanamycin (SK-promoter or general growth effect) | 1.3% of 300,000 active | AID 1662 | inhibition, % at 7.5 µM | BacTiter-Glo, 6 h;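 active means mean replicate score, as percent of positive control median, at least 50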;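 further: strain carries kanamycin resistance gene driven by streptokinase promoter and grows in 40 µg/ml kanamycin; loss of luminescence reflects streptokinase promoter inhibition or plain growth inhibition; 0% = median of DMSO wells and 100% = positive control at its reference dose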
hERG rescue = compounds protecting human hERG from proarrhythmic drug block | Q12809 | CHO-hERG, FluxOR thallium flux, dofetilide IC70 present | activation (rescue from dofetilide block), less the hit threshold, % at 10 µM | 0.51% of 310,000 active;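 active means activation above the mean of controls blocked by dofetilide plus 5 SD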;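 further: thallium influx through hERG after potassium depolarization seen as dye fluorescence rise; in these data hits start at about 4.7%; inactives centre near -7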
Target sequence (Q12809 whole entry, looked up): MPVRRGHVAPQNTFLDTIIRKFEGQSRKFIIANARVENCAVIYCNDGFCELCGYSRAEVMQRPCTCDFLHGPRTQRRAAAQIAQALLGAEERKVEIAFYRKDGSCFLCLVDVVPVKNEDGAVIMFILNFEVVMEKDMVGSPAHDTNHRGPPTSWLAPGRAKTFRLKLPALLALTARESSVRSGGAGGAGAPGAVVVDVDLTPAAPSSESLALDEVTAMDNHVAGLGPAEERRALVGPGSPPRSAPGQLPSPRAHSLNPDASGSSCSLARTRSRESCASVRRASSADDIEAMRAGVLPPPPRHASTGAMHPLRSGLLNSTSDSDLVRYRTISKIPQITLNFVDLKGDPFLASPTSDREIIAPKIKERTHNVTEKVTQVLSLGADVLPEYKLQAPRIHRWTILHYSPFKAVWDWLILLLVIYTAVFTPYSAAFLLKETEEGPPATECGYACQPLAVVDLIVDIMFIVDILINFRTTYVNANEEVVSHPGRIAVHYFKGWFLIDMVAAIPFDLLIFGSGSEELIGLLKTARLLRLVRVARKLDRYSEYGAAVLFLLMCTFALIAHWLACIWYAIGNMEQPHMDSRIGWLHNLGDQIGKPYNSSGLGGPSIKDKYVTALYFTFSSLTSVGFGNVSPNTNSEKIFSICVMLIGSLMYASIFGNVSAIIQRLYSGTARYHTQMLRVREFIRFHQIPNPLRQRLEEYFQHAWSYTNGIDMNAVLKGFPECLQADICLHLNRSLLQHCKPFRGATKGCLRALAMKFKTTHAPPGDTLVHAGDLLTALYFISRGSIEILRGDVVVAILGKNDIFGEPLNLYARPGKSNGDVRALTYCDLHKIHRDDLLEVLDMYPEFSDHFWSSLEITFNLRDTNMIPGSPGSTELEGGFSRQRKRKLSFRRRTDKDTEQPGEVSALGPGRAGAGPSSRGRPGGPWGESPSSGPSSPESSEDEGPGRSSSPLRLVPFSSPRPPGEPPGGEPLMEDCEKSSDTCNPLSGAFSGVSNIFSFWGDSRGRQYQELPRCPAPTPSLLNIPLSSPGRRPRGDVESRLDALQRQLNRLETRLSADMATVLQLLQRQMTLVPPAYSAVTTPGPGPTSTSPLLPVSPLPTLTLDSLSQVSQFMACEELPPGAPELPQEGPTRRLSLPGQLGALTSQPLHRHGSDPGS
RGS4 act = RGS4 potentiation or activation. B-score at 10 µM. 0.92% of 310,000 active. HEK293 M3R/inducible RGS4, carbachol calcium flux Fluo4; stronger effect = lower value;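 active means B-score of the integrated calcium signal more than 4 SD below the library mean, with starting fluorescence not abnormally high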;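 further: negative B-score means reduced calcium response which marks RGS4 activation or potentiation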
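test system = HEK293 cells with stable M3R and inducible RGS4 | schedule = recording 10 s baseline at 1 Hz, 100 s post-agonist | technique = Fluo4-AM (2 µM) calcium-flux fluorescence, kinetic read | measure = Agonist-evoked peak-minus-minimum fluorescence over baseline, integrated ratio, B score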
TMEM16A act = activators or potentiators of mouse TMEM16A chloride channel | Q8BHY3 | HEK293 TMEM16A/YFP-H148Q/I152L, iodide quench fluorescence; stronger effect = lower value | B-score at 10 µM | 0.3% of 340,000 active;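 active means fluorescence-ratio B-score plate-corrected deviation score at least 3 library SD below zero, with starting fluorescence score within 5 deviations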;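 further: channel opened by trigger with iodide after compound preincubation; score built on the fluorescence ratio of max minus min over baseline; more negative score means more quench and so TMEM16A activation or potentiation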
KCNK3 inh = human KCNK3 channel inhibition, primary screen; O14649; CHO-KCNK3 thallium flux, FluxOR fluorescence; stronger effect = lower value; B-score at 10 µM; 0.84% of 340,000 active;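 active means B-score under library mean minus 4 SD, starting fluorescence ratio at most library mean plus 5 SD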;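 further: more negative B-score means stronger inhibition of thallium flux through KCNK3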
RGS4 inh = inhibitors of human RGS4; AID 463165; 0.45% of 310,000 active; B-score at 10 µM; HEK293 M3R/RGS4 inducible, Fluo-4 calcium flux; stronger effect = higher value; triggered by carbachol at its EC20;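 active means B-score, a plate-corrected calcium signal, over three deviations above library mean, with baseline fluorescence within five deviations of library mean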;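 further: RGS4 expression induced by doxycycline in cells with stable M3 receptor; B-score is computed from the integrated fluorescence ratio over baseline after carbachol; higher B-score means a larger calcium signal and so more RGS4 inhibition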
KCNK9 block = human KCNK9 channel inhibition | Q9NPC2 | HEK293 KCNK9, FluxOR thallium flux fluorescence; stronger effect = lower value | B-score at 10 µM | 1.2% of 310,000 active | AID 488922;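 active means ratio B-score over 3 SD below the library mean, with starting fluorescence within 5 SD of its mean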;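 further: negative B-score means less thallium flux so channel inhibition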
TMEM16A inh = inhibitors of mouse TMEM16A calcium-activated chloride channel | Q8BHY3 | normalized B-score (activity score, 25-100; higher = stronger inhibition) at 10 µM | HEK293 TMEM16A/YFP iodide influx fluorescence, ionomycin | 1.2% of 310,000 active;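 active means ratio plate-corrected score three or more library SD toward inhibition, starting fluorescence score within five deviations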;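 further: score derived from kinetic fluorescence span divided by baseline fluorescence per well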
KCNQ1 act = potentiates or activates the human KCNQ1 potassium channel | P51787 | AID 2648 | 0.35% of 310,000 active | CHO-K1 KCNQ1, thallium flux FluxOR fluorescence; stronger effect = higher value | B-score at 10 µM;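 active means fluorescence ratio B-score, a plate-corrected score, at least three library SD, with initial intensity B-score within 5 SD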
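System: Stable KCNQ1 CHO-K1 line | Incubation: 90 min dye loading and 20 min compound exposure, both at room temperature | Measure: Ratio B score | Medium: Assay buffer for compound exposure, DMSO matched across wells | Compound dosing: Single-concentration screen | Probe or stimulus: K+/Tl+ depolarizing stimulus | Measured by: Kinetic FluxOR fluorescence, 10 s baseline plus 110 s post-stimulus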
KCNQ1 block = inhibitors of human KCNQ1 potassium channel; P51787; CHO-K1 KCNQ1, FluxOR thallium flux fluorescence; stronger effect = higher value; B-score at 10 µM; 1.3% of 310,000 active; AID 2642;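 active means compounds whose thallium flux B-score, printed positive for inhibition, exceeds three library SD while starting fluorescence stays within three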;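 further: channel opened by potassium depolarization with thallium stimulus after 20 min compound exposure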
HDAC3 inh = inhibitors of human histone deacetylase 3. O15379. inhibition, % at 8.3 µM. AID 2718. recombinant HDAC3, fluorogenic peptide/trypsin coupled, fluorescence. 0.15% of 320,000 active; in the data active means inhibition above about 26%, passing the limit was not always enough
* = called active by the depositor; i = inactive; nt = no result given.

SMILES	SKKanGAS inh	hERG rescue	RGS4 act	TMEM16A act	KCNK3 inh	RGS4 inh	KCNK9 block	TMEM16A inh	KCNQ1 act	KCNQ1 block	HDAC3 inh
COC(=O)C(CC(C)C)NC(=O)/C=C/c1ccccc1Cl (stereo not drawn)	-5	-6	i	i	i	i	i	i	i	i	-4
CC(C)(C)C(=O)/C=C/Nc1ccccc1O	3	-6	i	i	i	i	i	i	i	i	6
COCCCNC(=O)c1ccccc1C(F)(F)F	5	-1	i	i	i	i	i	i	i	i	-6
COC(=O)c1cc(=O)nc2sc3cc(OC)ccc3n12	-3	-13	i	i	i	i	i	i	i	i	5
Cc1ccc(NC(=O)C(C)c2cccc(C(=O)c3ccccc3)c2)cc1 (stereo not drawn)	9	-10	i	i	i	i	i	100*	i	i	2
CC1(C)CC(/C=C/c2ccccc2)=Nc2ccccc2N1	-8	-8	i	i	i	i	i	i	i	i	15
Cc1c(NC(=S)NC(=O)c2ccc(Br)o2)c(=O)n(-c2ccccc2)n1C	3	-8	i	i	i	i	i	i	i	i	-1
CC(C)C(NC(=O)c1ccccc1F)C(=O)NCc1ccc(F)cc1 (stereo not drawn)	-1	-4	i	i	i	i	i	i	i	i	0
CCN(CC)S(=O)(=O)c1cccc(C(=O)N[C@@H](C)c2nc3ccccc3[nH]2)c1	-7	-5	i	nt	nt	i	i	i	i	i	nt
COc1cc(Cl)c(C)cc1NC(=O)CSc1ccc(C)cc1	-15	-4	i	i	i	i	i	i	i	i	9
O=C(/C=C/c1ccccc1)c1ccc2c3c(cccc13)CC2	-8	-13	i	i	i	i	i	i	i	i	3
O=C(NCc1ccc(F)cc1)C(=O)NCC1OCCCN1S(=O)(=O)c1cccs1 (stereo not drawn)	0	-11	i	i	i	i	i	i	i	i	7
Cc1ccc(NS(=O)(=O)c2cccc(C(=O)NNC(=O)c3ccco3)c2)c(C)c1	2	-10	i	i	i	i	i	i	i	i	1
CCOc1ccc(C2N(c3ccc(OC)cc3)C(=O)C3CCCN32)cc1OC (stereo not drawn)	6	-5	i	i	i	i	i	i	i	i	-6
Cc1onc(-c2c(F)cccc2Cl)c1C(=O)Nc1cccc(S(=O)(=O)NCc2ccco2)c1	-2	-29	i	i	i	i	i	i	i	i	5
Nc1c(-c2cccc(Cl)c2)cnc2c(-c3ccccc3)cnn12	3	-3	i	i	i	i	i	i	i	i	-1
CC(C)c1ccc(OCC(O)CN2CCN(c3ccccc3)CC2)cc1 (stereo not drawn)	1	-14	i	i	i	i	i	i	i	i	5
CC1(C)SC(=S)N(/N=C/c2ccccc2)C1N(O)C(=O)Nc1ccc([N+](=O)[O-])cc1 (stereo not drawn)	17	5.8*	i	nt	i	i	i	i	i	i	3
O=C(NC1CCCCCC1)c1cccc(COCC(F)(F)F)c1	-4	-16	i	i	i	i	i	i	i	i	-2
O=c1c2ccccc2nnn1CSc1nnc(C2COc3ccccc3O2)n1-c1ccccc1 (stereo not drawn)	2	-18	i	i	i	i	i	i	i	i	5
CN1/C(=C\C(=O)Nc2ccc(Br)cc2)C(C)(C)c2ccccc21	71*	-9	-9.2*	i	i	i	i	i	i	i	16
Cc1ccccc1NC(=O)Cn1c([N+](=O)[O-])cnc1C	-1	0	i	i	i	i	i	i	i	i	-1
CCOc1[nH]n(-c2ccc(Cl)cc2)c(=O)c1C=NCC(=O)OC	-3	-3	i	i	i	i	i	i	i	i	-1
O=C(NCCc1c[nH]c2ccccc12)C(=O)NCC1CCCO1 (stereo not drawn)	-2	-3	i	i	i	i	i	i	i	i	6
CC(C)CCNC(=O)CN(C(=O)CCC(=O)Nc1nccs1)C1CCCCC1	-2	-3	i	i	i	i	i	i	i	i	1
Next compounds
SMILES	SKKanGAS inh	hERG rescue	RGS4 act	TMEM16A act	KCNK3 inh	RGS4 inh	KCNK9 block	TMEM16A inh	KCNQ1 act	KCNQ1 block	HDAC3 inh
COc1ccc(NC(=O)c2oc3ccccc3c2NC(=O)c2ccco2)c(OC)c1	3	-11	i	i	i	i	-7.8*	i	i	i	-3
O=C1OC(/C=C/c2ccc(Cl)cc2Cl)=NC/1=C\c1cccs1	-2	-5	i	i	i	i	i	i	i	i	-2
CS(=O)(=O)Nc1ccc(C2=NN(S(C)(=O)=O)C(c3ccc4c(c3)OCO4)C2)cc1 (stereo not drawn)	3	-8	i	i	i	i	i	i	i	i	-18
CCOC(=O)C(=O)NNc1ccc(C)cc1	-2	-7	i	i	i	i	i	i	i	i	-2
CCc1nnc(NC(=O)CSc2nc(SC)ns2)s1	-7	-9	i	i	i	i	i	i	i	i	nt
CC(=O)NCCc1c[nH]c2ccc(OCC(O)CNC(C)(C)C)cc12 (stereo not drawn)	4	-11	i	i	i	i	i	i	i	i	-5
O=C(NNC(=O)c1ccc(S(=O)(=O)N2CCCCC2)cc1)c1ccc(F)cc1	1	-5	i	i	i	i	i	i	i	i	8
CC1=C(C(=O)OC(C)C)C(c2ccc(C)o2)NC(=O)N1 (stereo not drawn)	0	-8	i	i	i	i	i	i	i	i	8
COc1ccccc1N1CCNC(C)C1=O (stereo not drawn)	0	-9	i	i	i	i	i	i	i	i	3
C#Cc1ccc([C@@H]2C=C(C(=O)N3CCN(Cc4ccccc4)CC3)O[C@H](OCC)[C@H]2CCCO)cc1	9	-12	i	i	i	i	i	i	i	i	-3
COc1ccc(N2CCN(C(=S)Nc3ccc(S(N)(=O)=O)cc3)CC2)cc1	-1	-2	i	i	i	i	i	i	i	i	4
O=C(NNS(=O)(=O)c1ccc(F)cc1)c1cnn(-c2ccccc2)c1C(F)(F)F	-14	-14	i	i	i	i	i	i	i	i	1
Cc1ccc(-c2csc(N)n2)s1	0	-21	i	i	i	i	i	i	i	i	1
CC1CCCCN1S(=O)(=O)CCNC(=O)c1ccccc1 (stereo not drawn)	-1	-15	i	i	i	i	i	i	i	i	4
CCN(CC(=O)Nc1ccc(NC(C)=O)cc1)C(=O)CCCN1C(=O)c2ccccc2C1=O	-2	-13	i	i	i	i	i	i	i	i	4
C(/C=C/c1ccccn1)=C\c1ccccc1	1	-1	i	i	i	i	i	i	i	i	4
O=C(COC(=O)c1cc(=O)c2ccccc2o1)NC1CCCCC1	1	-7	i	i	i	i	i	i	i	i	3
O=C(Oc1cccnc1)c1ccc(Cl)c(Cl)c1	-9	-6	i	i	i	i	i	i	i	i	-11
COc1ccccc1S(=O)(=O)Cc1ccc(C(=O)N2CCN(c3cccc(Cl)c3)CC2)o1	1	-15	i	i	i	i	i	i	i	i	5
NC(=O)COC(=O)c1cccc(S(=O)(=O)N2CCN(c3ccccc3)CC2)c1	-2	-8	i	i	i	i	i	i	i	i	-3
CCCn1c2ccccc2c2nnc(SCC(=O)OC)nc21	0	-14	i	i	i	i	i	i	i	i	1
COc1ccccc1CNC(=O)COC(=O)c1ccc(-n2cnnn2)cc1	-2	-14	i	i	i	i	i	i	i	i	-8
O=c1[nH]c(CCC2CCCC2)nc2ccccc12	4	-6	i	i	i	i	i	i	i	i	-12
O=C(OCC#CCSc1nnc(-c2ccc([N+](=O)[O-])cc2)o1)c1cccs1	3	-2	i	nt	i	i	i	i	i	i	3
COc1ccccc1OCCN(C#N)c1nc(N(C)C)nc(N(C)C)n1	-15	-17	i	i	i	i	i	i	i	i	-2

Not a retest: an excerpt of the list.
SMILES	SKKanGAS inh	hERG rescue	RGS4 act	TMEM16A act	KCNK3 inh	RGS4 inh	KCNK9 block	TMEM16A inh	KCNQ1 act	KCNQ1 block	HDAC3 inh
O=C(OCC#CCSc1nnc(-c2ccc([N+](=O)[O-])cc2)o1)c1cccs1	3	-2	i	nt	i	i	i	i	i	i	3
COc1ccccc1OCCN(C#N)c1nc(N(C)C)nc(N(C)C)n1	-15	-17	i	i	i	i	i	i	i	i	-2

Remaining list, next part
SMILES	SKKanGAS inh	hERG rescue	RGS4 act	TMEM16A act	KCNK3 inh	RGS4 inh	KCNK9 block	TMEM16A inh	KCNQ1 act	KCNQ1 block	HDAC3 inh
COCCN1Cc2cccc(C(=O)N3CCN(c4ccccc4)CC3)c2C1=O	4	-10	i	i	i	i	i	i	i	i	-9
COc1ccc(Cl)cc1C(=O)Nn1cnc2ccccc2c1=O	-5	-8	i	i	i	i	i	i	i	i	-2
COc1ccc(S(=O)(=O)N2CCCC(C(=O)NC3CC3)C2)cc1Cl (stereo not drawn)	1	-3	i	i	i	i	i	i	i	i	-3
O=C(COc1cc2oc(=O)cc(-c3ccccc3)c2cc1Cl)NCCN1CCOCC1	3	-8	i	i	i	i	i	i	i	i	0
O=C(Nc1ccccc1Cl)c1cccc(NC(=O)C2CCCC2)c1	-3	-12	i	i	i	i	-6.9*	i	i	i	4
Cc1ccc2[nH]cc(C(=O)CN3CCN(c4ccccn4)CC3)c2c1	5	-8	i	i	i	i	i	i	i	i	-4
NC(=O)CSc1nc2ccccc2c(=O)n1CCc1ccccc1	-4	2	i	i	i	i	i	i	i	i	0
COc1ccc(C2C(C#N)=C(C)NC3=C2C(=O)c2ccccc23)cc1 (stereo not drawn)	-9	-7	-7.4*	i	i	i	i	i	i	i	-1
COc1ccc(Nc2nc(C)cc(C)c2C#N)cc1OC	-9	-2	i	i	i	i	i	i	i	i	-16
CCOC(=O)C1CCCN(C2=C(NS(=O)(=O)c3ccc(Br)cc3)C(=O)c3ccccc3C2=O)C1 (stereo not drawn)	22	-24	i	i	i	i	i	i	i	i	0
COc1ccc2nc(Sc3c([N+](=O)[O-])nc(C)n3Cc3ccccc3)[nH]c2c1	-7	-10	i	nt	nt	i	i	i	i	i	14
CN(Cc1ccccc1F)c1nc(-c2cccnc2)nc2ccccc12	21	-16	-14*	i	i	i	-8.2*	i	i	i	-2
Cc1ccc(Cl)cc1NC(=O)N[C@@H](CC(C)C)C(=O)O	-3	-10	i	i	i	i	i	i	i	i	-1
O=C1CN(C(=O)c2cccc(F)c2)C(c2ccc(F)cc2)c2cc(F)ccc2N1 (stereo not drawn)	4	-2	i	i	i	i	i	i	i	i	-2
Cc1cc(C)nc(N/N=C2/CCSc3ccc(F)cc32)n1	-6	-12	i	i	i	i	i	i	i	i	7
COc1ccc(N2CCN(C(CNC(=O)C(=O)NCC3CCCO3)c3ccco3)CC2)cc1 (stereo not drawn)	2	-7	i	i	i	i	i	i	i	i	-8
Cc1ccc(OC(C)C(=O)Nc2ccc3c(c2)n(C)c(=O)n3C)cc1C (stereo not drawn)	4	-9	i	i	i	i	i	i	i	i	2
O=C(Nc1ccccc1Cl)c1ccccc1	-7	-9	i	i	i	i	i	i	i	i	7
